CYP2C19 activ: increases human CYP2C19 enzyme activity. recombinant CYP2C19, luciferin-H EGE luminescence; stronger effect = higher value; 0 = fully inhibited enzyme, 1 = untreated enzyme. activation factor at 5 µM. 96,000 tested, under 10 active. AID 1025;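 active = activation factor of at least 2 at 5 µM in the primary screen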;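 also: 0 = wells with 2.5 mM tranylcypromine and 1 = vehicle-only wells; values of inactives mirror those of a sister screen read the other way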
Target sequence (P33261 whole entry, looked up): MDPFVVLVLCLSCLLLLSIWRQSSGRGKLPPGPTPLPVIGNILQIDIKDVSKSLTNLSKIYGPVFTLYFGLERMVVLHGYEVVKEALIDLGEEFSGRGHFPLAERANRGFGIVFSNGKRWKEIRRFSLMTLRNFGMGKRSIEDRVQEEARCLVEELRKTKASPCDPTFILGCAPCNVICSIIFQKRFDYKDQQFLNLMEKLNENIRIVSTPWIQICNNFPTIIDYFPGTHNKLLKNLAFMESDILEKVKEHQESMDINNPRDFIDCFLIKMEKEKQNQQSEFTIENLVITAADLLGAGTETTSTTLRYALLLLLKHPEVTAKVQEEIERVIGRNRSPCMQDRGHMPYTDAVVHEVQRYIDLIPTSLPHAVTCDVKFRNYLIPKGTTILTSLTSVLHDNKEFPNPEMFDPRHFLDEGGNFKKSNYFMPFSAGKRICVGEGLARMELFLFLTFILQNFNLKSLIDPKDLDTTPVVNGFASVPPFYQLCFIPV
CYP2C19 inh: blocks human cytochrome P450 2C19; CYP2C19 Supersomes, luciferin-H EGE luminescence, 30 min; actives 21% (n = 96,000); P33261; AID 778; inhibition, % at 5 µM;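 active = CYP2C19 inhibition above a set limit at 5 µM in the primary screen, cut at about 50% in these data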;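 also: plate controls were negative control wells for no effect and 2.5 mM tranylcypromine positive control for full effect; values of inactives mirror those of a sister screen read the other way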
Ecoli WT expand: E. coli BW25113 growth inhibition, expanded screen. actives 0.15% (n = 98,000). growth inhibition, % at 100 µM. OD600 absorbance. AID 710;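 active = growth inhibition above about 50% at one test dose, limit read from the data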;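 also: growth measured after 20 h incubation at 37 °C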
PostGolgi yeast: growth inhibition of a yeast mutant, post-Golgi transport screen; post-Golgi transport phenotypic cell assay; inhibition, % at 10 µM; actives 0.9% (n = 98,000); AID 739; in the data active = inhibition above about 30%;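 also: yeast cells grown in 1536-well plates; yeast grown about 18 h at 30C before absorbance read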
CYP2C9 activ: increases human cytochrome P450 2C9 activity. P11712. actives 1.4% (n = 96,000). activation factor at 5 µM. recombinant CYP2C9, luciferin-H conversion, luminescence; stronger effect = higher value; factor 1 = untreated enzyme, 0 = blocked;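 active = activation factor of 2 or more for CYP2C9 at a 5 µM dose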;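 also: 0 = sulfaphenazole-blocked wells and 1 = vehicle-only wells; values of inactives mirror those of a sister screen read the other way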
Target sequence (P11712 whole entry, looked up): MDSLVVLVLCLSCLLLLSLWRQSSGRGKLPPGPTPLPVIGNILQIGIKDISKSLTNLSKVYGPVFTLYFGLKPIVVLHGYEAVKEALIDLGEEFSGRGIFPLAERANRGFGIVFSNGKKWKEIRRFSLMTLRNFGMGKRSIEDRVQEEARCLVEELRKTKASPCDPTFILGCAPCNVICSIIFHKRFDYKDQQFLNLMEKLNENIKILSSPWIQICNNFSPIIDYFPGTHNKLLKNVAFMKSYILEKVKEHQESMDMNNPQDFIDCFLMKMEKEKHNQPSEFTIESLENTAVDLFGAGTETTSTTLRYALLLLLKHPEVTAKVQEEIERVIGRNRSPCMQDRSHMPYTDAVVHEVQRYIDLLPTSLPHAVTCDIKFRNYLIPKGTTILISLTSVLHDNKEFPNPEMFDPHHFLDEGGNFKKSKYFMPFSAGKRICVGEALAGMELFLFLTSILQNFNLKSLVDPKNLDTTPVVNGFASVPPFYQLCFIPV
PTK2B oligo ant: antagonists of human Pyk2 oligomerization | Q293 cells, Pyk2 FERM NanoBiT luminescence; stronger effect = lower value | z-score (the deposit names both 25 µM and 10 µM) | actives 0.83% (n = 99,000) | AID 1347419;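 active = Z-score of -3 or lower, scaled per plate to the spread of control and sample wells; inactive = z-score above -3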;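 also: negative z-score means lost luminescence so less FERM oligomerization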
EphB4 ephrin blk: antagonists of human EphB4-ephrin-B2 interaction; EphB4 LBD / TNYL-RAW-Alexa532 peptide, fluorescence polarization; AID 720; P54760; inhibition, % at 7 µM; actives 0.15% (n = 97,000);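 active = inhibition above the screen-wide mean inhibition plus 3 SD, cut at about 15% in these data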;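 also: 0% = DMSO wells and 100% = excess unlabeled TNYL-RAW peptide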
PLAP act: activators of human placental alkaline phosphatase | P05187 | purified PLAP enzyme, luminescent substrate read-out; stronger effect = higher value | activation fold at 20 µM | actives 1.2% (n = 96,000) | AID 696; in the data active = activation fold above about 2
CYP2C9 inhib: human CYP2C9 inhibition; actives 20% (n = 96,000); CYP2C9 Supersomes, luciferin-H conversion, luminescence; inhibition, % at 5 µM; P11712;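 active = blocking of liver enzyme CYP2C9 beyond about 50% at 5 µM, limit read from the data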; also: values of inactives mirror those of a sister screen read the other way
* marks the source's active call; other numbers are inactive results; / = not tested or not shown.

Below each SMILES – CYP2C19 activ	CYP2C19 inh	Ecoli WT expand	PostGolgi yeast	CYP2C9 activ	PTK2B oligo ant	EphB4 ephrin blk	PLAP act	CYP2C9 inhib
Cc1cc(C)c([N+](=O)[O-])cc1-c1ccc(/C=N/NC(=O)c2nonc2N)o1
 : 1	4	-1	-6	0.8	-1.2	-1	1.3	22
CCOc1ccc(CC(=O)Nc2sc(Cc3ccccc3)cc2C(N)=O)cc1OCC
 : 0.7	28	-3	5	1.1	-0.8	0	1.1	-10
COc1ccc(C(=O)Nc2c(F)c(F)c(F)c(F)c2F)c(OC)c1
 : 1	-3	-4	0	1	1.2	-4	1.2	4
CCn1c(=O)c2c(nc3n2CCCN3CCc2ccccc2)n(C)c1=O
 : 0.9	14	-1	3	0.8	0.52	2	1.2	23
Cc1cc(C(=O)Nc2nc3c(s2)CCCC3)cs1
 : 1	3	-11	14	0.8	-1.8	/	1.1	16
CCCc1ccc(-c2csc(NC(=O)Cc3cccs3)n2)cc1
 : 0.7	28	-18	-15	0.6	0.9	0	0.8	42
Cc1ccc2c(c1)nnn2C1CCN(CC(=O)N2CCN(c3ccc(F)cc3)CC2)CC1
 : 0.6	40	-4	1	0.7	0.95	-2	1.7	28
O=C(CCCSc1nc2sc3c(c2c(=O)[nH]1)CCC3)NCCCO
 : 1.1	-11	-5	3	1	0.38	4	1.1	-4
Cc1c(Cl)cccc1NC(=O)c1ccc(-n2ccnc2)nc1
 : 0	99*	-4	2	0	0.59	2	1.1	98*
CSc1ccc(Cl)c(C(=O)NCCOc2cc(C(C)C)ccc2C)c1
 : 0.8	25	-7	-3	0.9	-0.97	-8	0.9	7
CC(=Nc1ccc(C)cc1)c1sc2ccccc2c1O
 : 1.1	-6	-8	-4	1	-0.36	9	1	5
Cc1ccc(Oc2ccccc2/C=N/O)cc1
 : 0.2	82*	18	9	0.6	-0.36	6	0.7	40
C=CCn1c(SCC(=O)NCc2ccccc2)nnc1C1CCCCC1
 : 0.8	15	12	-4	0.6	1.1	-5	0.9	40
Cc1ccc(/C=C/C(=O)N2CC(C)CC(C)C2)o1 (stereo not drawn)
 : 0.7	28	5	-12	0.7	-0.62	3	1	26
CC(CN1CCOCC1)OC(=O)c1ccc2c(c1)OCCO2 (stereo not drawn)
 : 0.8	18	1	-3	1	1.7	2	1	0
CCN(CCO)C(=O)C(c1ccccc1)c1ccccc1
 : 0.8	22	-2	-1	0.8	0.19	10	1	17
CCCCc1c(C)c2ccc(OCC(C)=O)cc2oc1=O
 : 0.7	30	10	-3	0.7	-0.72	1	1	28
O=C(CN1CCC(n2nnc3cc(C(F)(F)F)ccc32)CC1)N1CCc2ccccc21
 : 0.9	11	-14	2	1.9	0.41	5	1.1	-86
O=C(CN1C(=O)c2cccc3cccc1c23)NCC1CCCO1 (stereo not drawn)
 : 1	0	/	/	3.5*	0.03	2	1	-253
CCN(CC)S(=O)(=O)c1ccc2[nH]c(=O)[nH]c2c1
 : 0.9	10	-6	0	1.1	0.09	/	1.5	-11

Other results follow.
Below each SMILES – CYP2C19 activ	CYP2C19 inh	Ecoli WT expand	PostGolgi yeast	CYP2C9 activ	PTK2B oligo ant	EphB4 ephrin blk	PLAP act	CYP2C9 inhib
COC(=O)c1c(C#N)c(N)nc2c1CCCC2
 : 0.9	8	1	-3	1.7	-0.09	4	1.1	-69
COCCCN1C(=O)C(O)=C(C(=O)c2ccc(C)o2)C1c1cccc(Br)c1 (stereo not drawn)
 : 0.9	7	4	-9	0.9	0.4	10	1.3	12
CCn1cc(C(=O)N/N=C(/C)c2ccc(F)cc2)c(=O)c2cc(F)c(N3CCCC3)cc21
 : 0.6	40	-5	-11	0.9	/	6	1.3	6
CC(C)c1ccccc1OCC(=O)NCC(c1cccs1)N1CCOCC1 (stereo not drawn)
 : 0.3	68*	13	-6	0.8	-1.6	2	1.4	19
CCCCOc1ccc(C(=O)N/C(=C\c2cccc([N+](=O)[O-])c2)C(=O)OC(C)C)cc1
 : 0.7	27	-2	-8	0.9	-1.3	-10	1	7
COc1ccc(Oc2nccc(OC)c2C#N)cc1
 : 0.5	45	-3	-18	0.8	1.2	3	0.9	20
O=C(CCCn1c(=O)c2ccccc2n(CC(=O)NCc2ccco2)c1=O)NCc1ccco1
 : 1	3	2	19	0.6	-0.61	-2	1	41
CCn1c(N2CCN(CC(=O)c3c(C)n(C)c4ccccc34)CC2)nc2c1c(=O)[nH]c(=O)n2C
 : 0.6	39	-4	14	0.5	1.1	-1	1.4	46
Cc1cc(C)cc(OCC(=O)Nc2ccccc2C(=O)NCc2ccco2)c1
 : 0.1	91*	-1	-2	0.2	-2.6	-2	0.8	80*
CO/N=C/c1ccc(Sc2ccc(C)cc2)c([N+](=O)[O-])c1
 : 1	-2	-12	23	0.9	0.2	5	0.9	10
O=C(CN(Cc1ccc2c(c1)OCO2)C(=O)CNS(=O)(=O)c1ccccc1)NCc1ccco1
 : 0.3	74*	-6	-3	0.7	0.48	0	0.9	34
COC(=O)C1=C(N)Oc2cc(C)n(C)c(=O)c2C1c1ccc(Cl)cc1 (stereo not drawn)
 : 1.1	-6	6	19	1.3	-2	/	0.9	-25
CCOCCCNC(=O)COc1ccc(OC)cc1
 : 0.6	38	9	-10	0.9	0.5	2	0.9	8
Nc1ccc2nc(-c3ccccc3)sc2c1
 : 0.3	72*	7	3	0.5	-2.9	-3	1.1	51*
CC(NC(=O)c1cc2c(s1)CCCC2)C(C)(C)C (stereo not drawn)
 : 1	0	7	-16	1	-0.12	3	0.7	2
CC(=O)c1ccc(NC2=C(N3CCOCC3)C(=O)c3ccccc3C2=O)cc1
 : 0.4	61*	-17	1	0.5	0.63	-3	0.9	48
COc1ccc(-n2ccc(=O)c3c2CCCC3=O)cc1
 : 1	-4	2	-9	1	-0.83	-4	1	-5
CCn1c(SCC(=O)N/N=C/c2ccc(C)o2)nnc1-c1ccccc1
 : 0.7	26	3	-11	1	-1	2	1.1	2
Cc1c([N+](=O)[O-])cc(C(=O)Oc2ccc(Br)cc2C(=S)N2CCCCC2)cc1[N+](=O)[O-]
 : 0.5	54*	-11	4	0.7	-0.51	0	0.9	33
Cc1ccccc1-c1nc(CN2CCC(C(=O)N3CCC(C(N)=O)CC3)CC2)c(C)o1
 : 1.1	-8	4	-1	1	/	-1	1.4	-2

New compounds follow
Below each SMILES – CYP2C19 activ	CYP2C19 inh	Ecoli WT expand	PostGolgi yeast	CYP2C9 activ	PTK2B oligo ant	EphB4 ephrin blk	PLAP act	CYP2C9 inhib
Cc1nn(Cc2ccc(Cl)c(Cl)c2)c(C)c1NC(=O)c1cn(-c2ccccc2)nc1-c1ccccc1
 : 1	3	-7	6	0.1	-0.85	-3	2.7*	90*
COc1ccc(NC(=O)CCCn2c(=O)[nH]c3ccccc3c2=O)cc1
 : 0.5	53*	-3	-10	0.1	-0.15	7	0.9	89*
Cc1ccc(Cn2ccc(NC(=O)c3cc4nc(-c5ccco5)cc(C(F)(F)F)n4n3)n2)cc1
 : 1	0	-4	4	0.9	-0.12	5	1.1	9
c1ccc(-c2noc(-c3ccc4ccccc4c3)n2)nc1
 : 0.8	20	-5	1	1	-1	/	0.9	-5
Cn1c(Cn2c(=O)sc3ccccc32)nnc1SCc1cccnc1
 : 0.6	42	4	9	1	/	2	0.9	1
COCCNCC(=O)C12CC3CC(CC(C3)C1)C2
 : 0.8	25	-9	-7	1.1	0.84	5	1.1	-8
O=C(c1ccco1)N(Cc1nc2ccccc2c(=O)[nH]1)C1CCCC1
 : 0.9	7	9	-1	1.2	-1.2	0	1	-20
O=[N+]([O-])c1ccc(N/N=C/c2c[nH]c3ccccc23)c(S(=O)(=O)Nc2ccc(Cl)cc2)c1
 : 1	1	-24	86*	0.9	-3	5	0.8	11
CCC(Sc1nnnn1-c1ccccc1)C(=O)Nc1nc2ccccc2s1 (stereo not drawn)
 : /	/	-38	9	/	-2.1	1	/	/
CC(=O)CC(c1ccccc1)S(=O)(=O)c1ccc(C)cc1 (stereo not drawn)
 : 1	2	5	1	1.2	0.43	-4	0.9	-16
O=C1C2CC=CCC2C(=O)N1c1n[nH]c(Cc2ccccc2)n1 (stereo not drawn)
 : 1	-2	-8	0	1.1	-0.99	1	0.4	-6
COc1nc(N(C)S(=O)(=O)c2ccc(C)cc2)nc(C)c1Cl
 : 0.9	13	0	-3	1	-0.99	/	1	2
Cc1nn(CC(=O)Nc2ccc3c(c2)nc2n3CCOC2)c(=O)c2ccccc12
 : 1	0	9	-2	0.7	0.51	0	1.9	28
O=C(CCCN1C(=O)c2ccccc2C1=O)NC1CCCCCC1
 : 0.6	44	-1	0	0.6	0.16	5	1	39
COc1cc2nc(-c3ccccc3)nc(N3CCCC3)c2cc1OC
 : 0.9	12	-12	-4	0.7	/	0	1.5	25
CNC(=O)Nc1ccc2snnc2c1
 : 0.9	11	21	-4	0.8	/	-2	1	17
O=C(C1CCCN(S(=O)(=O)c2cccc3cccnc23)C1)N1CCN(c2ccccc2F)CC1 (stereo not drawn)
 : 0.1	88*	-3	-12	0.6	/	-10	1.6	43
OCCNc1nc(-c2cccnc2)nc2ccccc12
 : 0.9	15	5	1	0.9	0	5	0.9	8
CCc1nc(OCc2ccco2)c2sc3nc4c(cc3c2n1)COC(C)(C)C4
 : 0.9	10	-11	-7	0.7	-0.36	-1	1.3	26
CCOc1ccc(NC(=O)[C@@H](NC(=O)c2ccccc2)[C@@H](C)CC)cc1
 : 1	1	-4	-3	0.8	-0.35	-2	0.9	16

(cont.)
Below each SMILES – CYP2C19 activ	CYP2C19 inh	Ecoli WT expand	PostGolgi yeast	CYP2C9 activ	PTK2B oligo ant	EphB4 ephrin blk	PLAP act	CYP2C9 inhib
Cc1ccc(C)c(NC(=O)c2cnn3ccccc23)c1
 : 1	4	2	-6	1	/	-4	0.9	1
CCc1ccccc1NC1=NCC(=O)N1Cc1ccc(OC)cc1
 : 0.6	40	5	6	0.9	-0.24	-10	0.8	14
CCc1ccc(NC(=O)CCn2ccnc2C)cc1
 : 0.2	83*	11	1	0.3	-0.41	1	1.2	68*
Cc1ccc(N(CC(=O)N/N=C/c2cc(C)n(-c3ccccc3)c2C)S(C)(=O)=O)c(C)c1
 : 0.8	18	-1	13	0.8	0.91	2	1.3	21

High-throughput results (PubChem)

Rows were taken by chance; about 31% have a hit in one of these screens.
